Source: PubChem BioAssay
aSyn 5UTR inh: MLPCN primary screen, SNCA 5' untranslated region; alpha-synuclein 5'UTR reporter, inhibitor activity; inhibition, % (tested at 7.5 µM); actives 0.82% (n = 300,000); AID 1813; in the data active = inhibition above about 60%; inconclusive = no clear call, values can overlap the other calls;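 note: H4 neuroglioblastoma cells stably carrying SNCA 5'UTR luciferase fusion; 0% = DMSO wells and 100% = positive control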
IEC-6 tox: kills IEC-6 intestinal cells in KLF5 counter-screen; IEC-6 cytotoxicity, luminescence viability; AID 1825; actives 0.78% (n = 290,000); inhibition, % at 5 µM; in the data active = inhibition above about 22%;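 note: 0% = plate median of test compound wells and 100% = cytotoxic reference compound wells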
HIF activator: HIF pathway transcriptional activation; actives 0.32% (n = 300,000); U2OS HRE-luciferase reporter, luminescence; normalized: DMSO 0%, desferrioxamine 100%; AID 1910; activation, % at 7.5 µM (by protocol);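 active = mean activation of at least 10% of the iron chelator positive control signal, with at least half of replicates also reaching 10%; inconclusive = mean and replicate majority disagree about reaching 10%; inactive = mean and most replicates under 10%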
HSP90 inh: blocks HSP90-mediated luciferase refolding in reticulocyte lysate; actives 0.91% (n = 290,000); Rabbit reticulocyte lysate, luciferase refolding luminescence, 3 h; inhibition, % at 5.6 µM; AID 1789;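 active = inhibition above the screen-wide mean plus 3 SD, computed separately per campaign, cut at about 16% in these data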;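 note: 0% = DMSO wells and 100% = 60 µM geldanamycin wells; inhibitors lower the luminescence because luciferase stays unfolded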
KLF5 inhibitor: kruppel-like factor 5 inhibition | DLD-1 KLF5 promoter-luciferase reporter, luminescence | inhibition, % at 5 µM | actives 0.23% (n = 290,000) | AID 1700;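 active = inhibition above a per-plate limit of that plate's mean compound inhibition plus 3 SD, cut at about 60% in these data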;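 note: 0% = DMSO wells and 100% = LY294002 at 200 µM; higher means less KLF5 promoter-driven luciferase light; inactives centre near -14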
GSK3B inh: inhibitors of human GSK3beta kinase. AID 2097. GST-GSK3beta kinase, ADP-Glo luminescence, 60 min; stronger effect = lower value. actives 0.038% (n = 300,000). activity score (negative = inhibition), % at 10 µM. P49841;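 active = more than half of replicate wells score below -50%, meaning over 50% inhibition versus plate controls; inconclusive = some replicates but at most half score below -50%; inactive = no replicate scores below -50%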;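 note: 0% = median DMSO wells and -100% = median GW8510 positive control wells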
Target sequence (P49841 whole entry, looked up): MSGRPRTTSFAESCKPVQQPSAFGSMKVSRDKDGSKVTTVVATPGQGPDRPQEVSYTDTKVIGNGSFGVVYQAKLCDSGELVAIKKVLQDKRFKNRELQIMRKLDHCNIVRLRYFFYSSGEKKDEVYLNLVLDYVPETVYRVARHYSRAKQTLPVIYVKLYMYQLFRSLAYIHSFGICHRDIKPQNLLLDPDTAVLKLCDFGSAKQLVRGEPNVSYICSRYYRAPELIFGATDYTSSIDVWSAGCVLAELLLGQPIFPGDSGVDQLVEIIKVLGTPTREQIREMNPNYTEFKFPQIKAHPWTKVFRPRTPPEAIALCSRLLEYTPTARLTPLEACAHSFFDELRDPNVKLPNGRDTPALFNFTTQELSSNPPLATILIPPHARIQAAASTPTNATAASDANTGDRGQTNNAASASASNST
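Test system – GST-tagged human GSK3beta kinase, cell-free · Incubation – 60 min enzyme reaction, room temperature · Signal – ADP-Glo luminescence · Also added – peptide substrate and ATP at 25 µM · Controls – DMSO neutral wells and GW8510 at 20 µM as positive · Buffer or medium – Tris/MgCl2 kinase buffer · Measure – Luminescence-derived activity versus plate DMSO and GW8510 wells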
HSF-1 act: increases HSF-1 driven luciferase reporter signal | actives 1.7% (n = 300,000) | AID 504408 | NIH3T3-HGL HSF-1 luciferase reporter, MG132, 8 h; 100% = twice DMSO control signal | activation, % at 9 µM;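 active = mean replicate activation of at least 50% with a set share of replicates each reaching 50%; inconclusive = only one of those two conditions met; inactive = mean below 50% and too few replicates reaching it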;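 note: 0% = median of the neutral control wells and 100% = twice that signal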
HSF1 inhib: HSF1 inhibition. NIH3T3-HGL HSE-luciferase, MG132-induced, luminescence 8 h; stronger effect = lower value. activity change, negative = inhibition, % at 7.5 µM (by protocol). actives 0.77% (n = 300,000). AID 2098;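 active = more than half of replicate wells show activity change below -50%, luminescence cut by over half; inconclusive = some wells, but at most half, below -50%; inactive = no replicate well below -50%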;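 note: luciferase reports HSF-1 transcriptional activity via heat shock element; 0% = median of DMSO wells and -100% = zero luminescence signal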
AI-2 QS mod: modulates the Vibrio harveyi AI-2 quorum sensing system; Vibrio harveyi JMH597 AI-2 luminescence/OD600 ratio, 9 h; stronger effect = lower value; strain lacks LuxN and CqsS sensors; 0 = neutral-control median; activity change, % at 7.5 µM; actives 0.4% (n = 300,000); in the data active = activity change below about -75%, passing the limit was not always enough; inconclusive = no clear call, values can overlap the other calls;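 note: luminescence divided by OD600 gain over 9 h not by final OD600 alone; inactives centre near 13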
GSK3 alpha inh: inhibitors of human GSK-3 alpha kinase. P49840. ADP-Glo luminescence, 60 min. inhibition, % at 10 µM. actives 0.1% (n = 320,000). AID 2650;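 in the data active = inhibition above about 50%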;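 note: GST-tagged GSK-3 alpha with peptide substrate and 25 µM ATP; 0% = DMSO neutral wells and 100% = GW8510 positive control wells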
Target sequence (P49840 whole entry, looked up): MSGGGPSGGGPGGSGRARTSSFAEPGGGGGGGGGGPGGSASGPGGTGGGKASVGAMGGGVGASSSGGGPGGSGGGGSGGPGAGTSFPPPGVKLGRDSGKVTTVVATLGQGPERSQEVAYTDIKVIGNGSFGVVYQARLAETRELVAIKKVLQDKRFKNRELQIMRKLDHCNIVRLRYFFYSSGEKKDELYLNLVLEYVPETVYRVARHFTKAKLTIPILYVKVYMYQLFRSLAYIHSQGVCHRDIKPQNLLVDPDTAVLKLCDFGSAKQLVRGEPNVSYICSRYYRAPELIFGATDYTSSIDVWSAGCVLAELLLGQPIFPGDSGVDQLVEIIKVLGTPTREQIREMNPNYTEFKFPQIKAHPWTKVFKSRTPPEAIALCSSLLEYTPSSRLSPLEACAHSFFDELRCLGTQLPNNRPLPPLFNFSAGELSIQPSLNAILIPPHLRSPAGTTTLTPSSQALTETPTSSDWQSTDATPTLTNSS
The depositor's hits bear a star; ? = inconclusive; . = no result given. No enrichment for hits; overall some 4.7% were active at least once.

The opening 11 entries, ahead of the listing:
SMILES	aSyn 5UTR inh	IEC-6 tox	HIF activator	HSP90 inh	KLF5 inhibitor	GSK3B inh	HSF-1 act	HSF1 inhib	AI-2 QS mod	GSK3 alpha inh
COC(=O)CC1c2ccccc2S(=O)(=O)N1Cc1ccccc1 (centres undefined)	12	.	-0.3	.	.	-2	-43	-25	19	-1
Cc1ccc(/C=N/n2c(COc3ccccc3)n[nH]c2=S)o1	2	2	-0.1	-1	-9	-2	-9	-5	55	.
FC(F)(F)c1cccc(-c2nnc3ccc(C(F)(F)F)cn23)c1	20	6	-0.1	-3	8	-2	1	-7	27	0
COc1ccc(C)cc1S(=O)(=O)N(CC(=O)NCc1ccco1)c1ccc(C)cc1	-36	-2	-0.4	-2	-9	0	3	-4	-1	1
COc1ccc(C)cc1S(=O)(=O)N1CCCC(C(=O)N2CCOCC2)C1 (centres undefined)	-3	-2	-0.5	-5	-26	5	12	-2	7	1
CCCCNC(=O)c1sc2nc(C)cc(COC)c2c1-n1cccc1	-13	-3	-0.3	4	-12	-1	2	3	-1	1
COc1ccc(N2CCN(C(=O)CCC(=O)c3cc(C)sc3C)CC2)cc1	-19	0	-0.2	4	-23	-6	-4	-4	6	-7
COc1ccc(OC)c(CCNC(=O)CCCc2nnc3n(C)c(=O)c4sccc4n23)c1	13	4	-0.2	2	-12	-1	14	-7	35	0
O=S(=O)(c1ccccc1Cl)N1CCCC1c1nc(-c2ccc(Cl)cc2)no1 (centres undefined)	6	-4	0.8	1	-14	-1	7	5	17	.
CCOC(=O)c1c(C)n(OC)c2ccc3c(no[n+]3[O-])c12	14	1	-0.5	-3	-30	5	-7	-7	20	0
CCN1CCN(CC(=O)c2c[nH]c3ccccc23)CC1	13	-3	1.0	0	-10	1	5	5	14	-3

This part in full, previewed entries included:
SMILES	aSyn 5UTR inh	IEC-6 tox	HIF activator	HSP90 inh	KLF5 inhibitor	GSK3B inh	HSF-1 act	HSF1 inhib	AI-2 QS mod	GSK3 alpha inh
COC(=O)CC1c2ccccc2S(=O)(=O)N1Cc1ccccc1 (centres undefined)	12	.	-0.3	.	.	-2	-43	-25	19	-1
Cc1ccc(/C=N/n2c(COc3ccccc3)n[nH]c2=S)o1	2	2	-0.1	-1	-9	-2	-9	-5	55	.
FC(F)(F)c1cccc(-c2nnc3ccc(C(F)(F)F)cn23)c1	20	6	-0.1	-3	8	-2	1	-7	27	0
COc1ccc(C)cc1S(=O)(=O)N(CC(=O)NCc1ccco1)c1ccc(C)cc1	-36	-2	-0.4	-2	-9	0	3	-4	-1	1
COc1ccc(C)cc1S(=O)(=O)N1CCCC(C(=O)N2CCOCC2)C1 (centres undefined)	-3	-2	-0.5	-5	-26	5	12	-2	7	1
CCCCNC(=O)c1sc2nc(C)cc(COC)c2c1-n1cccc1	-13	-3	-0.3	4	-12	-1	2	3	-1	1
COc1ccc(N2CCN(C(=O)CCC(=O)c3cc(C)sc3C)CC2)cc1	-19	0	-0.2	4	-23	-6	-4	-4	6	-7
COc1ccc(OC)c(CCNC(=O)CCCc2nnc3n(C)c(=O)c4sccc4n23)c1	13	4	-0.2	2	-12	-1	14	-7	35	0
O=S(=O)(c1ccccc1Cl)N1CCCC1c1nc(-c2ccc(Cl)cc2)no1 (centres undefined)	6	-4	0.8	1	-14	-1	7	5	17	.
CCOC(=O)c1c(C)n(OC)c2ccc3c(no[n+]3[O-])c12	14	1	-0.5	-3	-30	5	-7	-7	20	0
CCN1CCN(CC(=O)c2c[nH]c3ccccc23)CC1	13	-3	1.0	0	-10	1	5	5	14	-3
CC(C)CN(CC(C)C)C(=O)CN1c2cccc3cccc(c23)S1(=O)=O	0	2	-19	0	-5	-4	12	2	10	-1
CC(=O)Oc1ccccc1C1=NN(C(=O)/C=C/c2ccccc2)C(c2ccccc2)C1 (centres undefined)	20	-3	0.4	5	-6	-10	1	-6	21	0
O=C(CCN1C(=O)/C(=C/c2ccccc2Cl)SC1=S)N1CCCC1	-115	12	-0.9	0	7	-2	14	-3	17	2
O=C(CCS(=O)(=O)c1ccccc1)Nc1cccc2c1C(=O)NC2=O	-19	-2	-0.2	0	-38	2	3	-6	12	-3
O=C(CNc1cc(S(=O)(=O)N2CCCC2)ccc1OCC(F)(F)F)Nc1ccc(SC(F)F)cc1	1	-15	0.3	-2	-19	1	-13	-6	22	0
COc1ccc(-c2cn(-c3ccc(SC(F)F)cc3)c3[n+]2CCC3)cc1OC	1	-3	-0.4	-2	-21	0	-8	-6	10	-1
CCCC(=O)Nc1cc(-c2cn3cccnc3n2)ccc1OC	-25	-1	0.1	-1	-28	1	-6	-1	36	-1
CC1CN(C(=O)C(C)N2C(=O)c3ccccc3C2=O)CC(C)O1 (centres undefined)	-2	-5	-0.1	0	22	-1	-60	-49	20	-1
CN(CC(=O)NCc1ccccn1)S(=O)(=O)c1ccccc1	18	-4	-0.1	1	-9	1	10	-10	31	0
CCCCN1C(=S)NC[C@@H]1Cc1ccc(O)cc1	22	.	-0.1	.	.	-3	-22	2	0	2
O=C1NCC(=O)N(Cc2ccccc2)/C1=C/c1ccccc1	-4	-2	-0.1	-2	-39	2	-1	2	5	-1
COc1ccc(OC)c(C2NC(=O)CCC2[N+](=O)[O-])c1 (centres undefined)	3	0	0.8	0	-36	3	-14	-1	21	-1
CC1CCN(C(=O)c2[nH]cnc2C(=O)N[C@@H](C)C(=O)OCc2ccccc2)CC1	-1	.	-0.2	.	.	2	24	7	3	0
Nc1nncn1C(=O)CCc1ccccc1	-13	-5	0.1	7	-2	4	-6	-1	12	-1
Cc1ccc(-c2c(C(=O)N/N=C/c3ccc(C)o3)nnn2-c2nonc2N)cc1	-6	8	0.2	-2	-6	-5	-6	1	12	4
CC12CCC(C(N)=O)(c3nc4ccccc4nc31)C2(C)C (centres undefined)	1	2	-0.4	0	-17	-2	3	0	-1	0
Nc1nc(Nc2cccc(Cl)c2)n[nH]1	-3	2	0.0	-3	-14	4	-1	-7	23	3
Cc1nc2ccc(NC(=O)CCS(=O)(=O)c3ccc(Cl)cc3)cc2s1	2	0	0.2	4	26	0	-2	-4	26	-2
CN(C)C(=S)NC1CCS(=O)(=O)C1 (centres undefined)	4	-2	-0.3	0	-5	-2	9	4	6	-2
CCOC(=O)c1ccc(NC(=O)CN(C)S(=O)(=O)c2ccc(OC)cc2)cc1	-2	3	0.2	-1	-31	2	16	3	32	-3
O=C(COc1ccccc1Cl)NCCCNC(=O)c1cnccn1	-1	3	0.1	4	10	0	40	13	22	-2
CN(C(=O)Cn1nnc(-c2cccnc2)n1)C1CCCCC1	-22	1	0.0	-2	-27	0	-2	-5	23	-2
COc1cc2c(cc1OC)C(c1cccc(C)c1)CC(=O)N2 (centres undefined)	-13	2	0.0	1	27	3	-8	-4	3	7
O=C(CCC1CCCC1)NCc1cccs1	3	-1	0.3	-4	-22	.	-1	3	.	-1
COc1ccc(NC(=O)c2ccc(-c3ccc(C)c4ccccc34)o2)cc1	-19	1	0.4	2	-27	2	-3	11	20	-1
C#CCOCCOCCOCCNc1nc(N2CCN(C(=O)[C@H](CCC(=O)O)n3cc(C(N)Cc4ccc(O)cc4)nn3)CC2)nc(N2CCN(C(=O)[C@H](CCCCN)n3cc(C(N)[C@H](C)CC)nn3)CC2)n1 (some centres undefined)	13	.	-0.6	.	.	0	-3	1	26	.
Nc1cc(=O)[nH]c(SCC(=O)Nc2ccccc2Sc2ccc(Cl)cc2)n1	-4	-3	-0.5	-3	-28	-1	-11	4	0	2
COc1ccc(CCNC(=O)CCc2cc(OC)c(OC)c(OC)c2)cc1	21	-2	-2.6	2	-9	-5	-4	-4	21	-1
CCc1nc(SCC(=O)N2CCCC2)c2c(=O)n(C)c(=O)n(C)c2n1	5	2	0.4	-1	12	2	4	2	17	-2
CC(C)C12CN3CC(C(C)C)(CN(C1)C3c1ccc([N+](=O)[O-])o1)C2=O (centres undefined)	12	-3	0.0	-1	-14	0	-3	-7	2	-4
CCC(=O)NN1CCc2cc3ccc(C)cc3nc21	13	-4	-0.6	7	-14	-3	11	-8	5	0
Cc1ccc(C(=O)N/C(=C\c2ccc(-c3ccc(Br)cc3)o2)C(=O)NCCCN(C)C)cc1	?	4	-0.9	-1	-12	2	-98	-97*	9	5
Cc1cnn(C(=O)c2cc(-c3ccccn3)nc3ccc(Cl)cc23)c1	-23	8	-0.3	6	-8	5	-2	0	-2	-3
CCN(CC)CCn1c2c(c(SCC(=O)Nc3cc(C)on3)nc1=O)CCCC2	-18	.	-1.0	.	.	2	6	-4	19	-3
Cc1ccc(S(=O)(=O)Cn2nnnc2C(CC(C)C)N2CCN(c3ccc(F)cc3)CC2)cc1 (centres undefined)	1	-3	0.5	2	-17	1	-14	6	25	-7
C/C(=N\Nc1ccccc1)c1cccc(N)c1	-92	-3	3.1	3	-55	3	4	2	15	-2
CCOc1ccc2nc(SCC(=O)NC3CC3)sc2c1	-68	2	1.3	-3	-44	2	27	13	10	-1
Cc1ccc(NC(=O)c2ccc(OC(=O)COc3cccc(Cl)c3)cc2)cc1	-130	3	3.4	6	-157	4	16	10	15	-4
CCCS(=O)(=O)Nc1cccc(-c2ccc3nnc(C)n3n2)c1	13	5	-0.3	-1	-20	1	9	9	21	-1
O=C(CNC(=O)COc1ccccc1)NCc1cccnc1	3	4	0.1	0	6	.	15	-4	.	-4
O=C(CCCCCn1c(=S)[nH]c2ccc(N3CCOCC3)cc2c1=O)NCCc1ccccc1	-6	-2	0.3	-1	-40	-1	2	8	20	1
CCn1c(SCC(=O)Nc2cccc(OC)c2)nc2ccccc2c1=O	14	0	1.3	2	-29	-20	5	3	16	0
CCOc1ccc(C(=O)NC(=S)N(Cc2ccccc2)Cc2ccccc2)cc1	23	12	0.8	4	19	4	0	-5	20	-6
COc1ccc(C(=O)N/C(=C\c2ccc([N+](=O)[O-])cc2)C(=O)NC(CCSC)C(=O)O)cc1 (centres undefined)	4	-3	-0.1	-2	-2	-2	-9	-2	3	-1
FC(F)(F)c1nc(N2CCN(c3ccccc3)CC2)nc2c1CCCCC2	-30	-1	-0.2	-1	0	-2	-2	0	14	1
